Tau FP inhib – blocks human tau fibril formation measured by polarization; hit rate 0.39% among 280,000; K18 P301L tau heparin fibrillization, Alexa594 FP, 6 h; P10636; AID 1468; Potency, µM (series often up to 57.7 µM), inactives show at the top dose activity, negative = inhibition, actives largely listed as inhibitors; also: potency is read from the fitted curve at half-maximal effect; % is scaled to controls: 0 for no effect and ±100 for the full control effect; nearly all actives have a fitted effect of over 55% in size
Target sequence (P10636 561-689 P618L limits assumed): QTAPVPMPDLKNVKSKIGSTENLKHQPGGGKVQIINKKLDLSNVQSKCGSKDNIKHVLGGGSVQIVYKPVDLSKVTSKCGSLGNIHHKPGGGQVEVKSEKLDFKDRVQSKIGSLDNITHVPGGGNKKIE
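Read-out: fluorescence polarization of Alexa 594-labeled tau (0.24 uM), 555 nm excitation, 632 nm emission. Mixtures held 15 uM unlabeled K18 P301L, compound and 20 uM heparin, pH 7 acetate buffer, incubated 6 hr at 37 C.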
Epigenetic derep – regulators of epigenetic silencing causing reporter derepression in mouse cells; murine LDR cells, GFP reporter derepression, 30 h; Potency, µM (top dose mostly 53.9 µM), inactives show at the top dose GFP activation, most hits filed as activators; hit rate 0.2% among 280,000; also: potency is read from the fitted curve at half-maximal effect; % of control where 0% means no effect; nearly all actives have a fitted effect of over 60% in size
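In this reporter-derepression format, murine cells bearing a silenced integrated CMV-GFP locus incubate with test compound (30 h, 37 C), then are washed and imaged; fluorescent objects of 20–120 um count as induced cells.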
Tau fluor cs – counter-screen for tau fibril formation inhibitors; tau K18 P301L (four-repeat tau fragment) Alexa594 fluorescence, heparin fibrillization; Potency, µM (highest dose often 57.7 µM), for the others: top-dose activity change, negative = decrease; AID 1463; hit rate 0.93% among 280,000; also: potency is read from the fitted curve at half-maximal effect; % is scaled to controls: 0 for no effect and ±100 for the full control effect; nearly all actives have a fitted effect of over 55% in size
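Human K18 P301L tau (15 uM unlabeled plus 0.24 uM Alexa 594-labeled, final) in 100 mM sodium acetate pH 7 was mixed with compound and 20 uM heparin and incubated 6 hr at 37 C.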
TR SRC2 fluor cs – Texas Red fluorescence interference in TRb-SRC2 counter-screen. Potency, µM (titrated, usually from 106 µM), for inactives: at the highest dose fluorescence change, negative = quenching. AID 1479. TRb/SRC2 Texas Red total fluorescence interference. hit rate 0.29% among 280,000; active = well fitted curve in either direction with a large enough effect; inconclusive = small, poorly fitted or top-dose-only effect; also: potency is read from the fitted curve at half-maximal effect; % is scaled to controls: 0 for no effect and ±100 for the full control effect
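Human TRb ligand-binding domain at 0.6 uM with 20 nM Texas Red SRC2 peptide in Tris buffer containing 1 uM T3 and 5% DMSO, incubated with compound 5 h at ambient temperature. Total fluorescence (555/632 nm) calculated as parallel + 2 × perpendicular.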
CBFb RUNX1 block – blocks binding between human CBF-beta and RUNX1. AlphaScreen CBFb-His/RUNX1-biotin binding, biochemical. 230,000 tested, under 10 active. Potency, µM (highest dose often 59.8 µM), for inactives: at the highest dose activity, negative = inhibition, usual class: inhibitors; also: % of control where 0% means no effect
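Room-temperature protein-protein interaction test with 30 nM each of His-tagged CBF-beta and biotinylated RUNX1, 15 min with compound, then 90 min with nickel plus streptavidin beads. Signal read in AlphaScreen mode.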
NPSR antag – antagonists of human neuropeptide S receptor cAMP signaling; CHO-NPSR cells, cAMP TR-FRET, antagonist mode; Q6W5P4; hit rate 1% among 220,000; Potency, µM (top dose mostly 38.3 µM), inactives show top-dose activity change, negative = inhibition, actives largely listed as inhibitors; also: potency is read from the fitted curve at half-maximal effect; % is scaled to controls: 0 for no effect and ±100 for the full control effect; nearly all actives have a fitted effect of over 50% in size; many of its hits are not listed in these tables
Target sequence (Q6W5P4 whole entry, looked up): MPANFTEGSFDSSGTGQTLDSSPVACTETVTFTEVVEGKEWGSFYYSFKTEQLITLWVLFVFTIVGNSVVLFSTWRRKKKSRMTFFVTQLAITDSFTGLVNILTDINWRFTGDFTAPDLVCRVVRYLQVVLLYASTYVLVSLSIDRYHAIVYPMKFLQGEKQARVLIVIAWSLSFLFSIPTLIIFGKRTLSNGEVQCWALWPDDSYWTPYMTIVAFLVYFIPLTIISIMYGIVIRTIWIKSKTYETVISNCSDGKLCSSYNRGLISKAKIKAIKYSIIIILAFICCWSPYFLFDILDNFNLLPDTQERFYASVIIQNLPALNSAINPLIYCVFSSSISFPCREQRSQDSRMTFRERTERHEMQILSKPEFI
TRb SRC2 PPI – TRbeta-SRC2 interaction inhibition. hit rate 0.065% among 280,000. Potency, µM (titrated, usually from 106 µM), for the others: at the highest dose activity change, negative = inhibition, usual class: inhibitors. TRbeta-SRC2 peptide binding, fluorescence polarization; receptor liganded with 1 µM T3;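 also: potency is read from the fitted curve at half-maximal effect; plate controls were bound peptide for no effect and peptide without receptor for full effect; nearly all actives have a fitted effect of over 50% in size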
Target sequence (P10828 whole entry, looked up): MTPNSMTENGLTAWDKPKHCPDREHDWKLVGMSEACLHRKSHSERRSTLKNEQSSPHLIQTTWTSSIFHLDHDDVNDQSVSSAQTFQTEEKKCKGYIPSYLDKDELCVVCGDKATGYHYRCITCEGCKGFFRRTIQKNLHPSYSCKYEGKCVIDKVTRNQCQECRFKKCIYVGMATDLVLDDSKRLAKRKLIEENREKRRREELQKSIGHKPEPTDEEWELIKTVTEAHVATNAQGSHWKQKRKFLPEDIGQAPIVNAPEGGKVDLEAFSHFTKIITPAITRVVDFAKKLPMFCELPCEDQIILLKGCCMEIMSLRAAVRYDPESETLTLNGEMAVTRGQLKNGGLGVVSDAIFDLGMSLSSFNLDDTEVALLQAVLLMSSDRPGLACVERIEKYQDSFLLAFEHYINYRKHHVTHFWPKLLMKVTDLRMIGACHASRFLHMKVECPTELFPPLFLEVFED
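Decrease in fluorescence polarization of 20 nM Texas Red SRC2 coactivator peptide flagged inhibition of its binding to 0.6 uM TRb LBD; 1 uM T3 included, incubation 5 hr, ex 555/em 632 nm.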
GLA spleen mod – inhibits or activates alpha-galactosidase in human spleen homogenate; P06280; human spleen homogenate, 4MU-alpha-Gal fluorescence, 40 min; Potency, µM (top dose mostly 80 µM), for the others: at the top dose activity change, negative = inhibition, most hits filed as inhibitors; hit rate 0.008% among 240,000; AID 2107;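 also: potency is read from the fitted curve at half-maximal effect; 0% = enzyme with vehicle and -100% = no enzyme basal signal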
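Human spleen homogenate (1 ug) as enzyme source, 4-methylumbelliferyl-alpha-D-galactopyranoside 1 mM final, citrate/phosphate pH 5.0 with 0.01% Tween-20. Compounds 40 min at 37C, NaOH/glycine stop; fluorescence Ex 365/Em 440, Hill-fit AC50.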
* hit, by the source's call; u = inconclusive; x = no result given; [ ] = dose if it differs, or a comment. Unless noted, calls follow the shape of the dose curve; as a rule, active = well fitted curve in the direction sought with a large enough effect; inconclusive = small, poorly fitted or top-dose-only effect, or another doubt; inactive = no such curve, though single readings can be large; an effect the other way counts as inactive or inconclusive.

SMILES | Tau FP inhib | Epigenetic derep | Tau fluor cs | TR SRC2 fluor cs | CBFb RUNX1 block | NPSR antag | TRb SRC2 PPI | GLA spleen mod
O=[N+]([O-])c1cccnc1Sc1n[nH]c(-c2ccc(Cl)cc2)n1 | 13% | -0.4% | u | -6% | -7% | -10% | -1% | 3%
O=C(CC1N=C2c3ccccc3N=C(SCc3cccc(Cl)c3)N2C1=O)NC1CCCCC1 (stereo not given) | -7% | -0.2% | 5% | -1% | x | x | -2% | x
O=c1nc(NCc2ccccc2Cl)cn[nH]1 | -9% | 3.2% | -2% | -1% | -2% | 4%[46.1 µM] | 6% | -5%
c1ccc2c(Nc3nc(N4CCOCC4)c4ccccc4n3)cccc2c1 | -1% | 0.0% | u | -1% | 9% | -39% | -4% | 3%
CCOC(=O)C(NC(C)=O)(Nc1ccc(S(=O)(=O)Nc2nccs2)cc1)C(F)(F)F (stereo not given) | 3% | -1.1% | -5% | 1% | 7% | -11%[46.1 µM] | -13% | 0%
Cc1cc(=O)oc(C)c1C(=O)Nc1cccc(F)c1 | 2% | -1.4% | 0% | -7% | 5% | 3%[7.67 µM] | 0% | 5%
CCOC(=O)C1CCCN(Cc2cc(OC)c(O)c(OC)c2)C1 (stereo not given) | 7% | 1.6% | 0% | 1% | 5% | -10%[46.1 µM] | -1% | -1%
CC(=O)Nc1ccc(-c2cc3ccccc3o2)cc1 | -5% | -1.0% | -19% | -3% | -1% | -15%[46.1 µM] | -6% | -8%
CCOC(=O)c1ccc(NC(=O)C2CC2)cc1 | 6% | 1.6% | -9% | 1% | 6% | 1%[7.67 µM] | 7% | 9%
O=C1c2cccc3cccc(c23)C(=O)N1c1ccccn1 | 6% | -4.3% | -4% | -3% | 3% | 25% | -2% | 12%
Cc1nc2ccc(NC(=O)N3CCOCC3)cc2nc1C | -3% | -1.1% | -2% | 0% | -4% | 2% | -3% | 1%
COc1cc(C2/C(=C(\O)c3ccc4c(c3)CC(C)O4)C(=O)C(=O)N2Cc2ccco2)ccc1O (stereo not given) | -2% | -0.2% | 2% | -4% | 11% | -6% | -2% | -3%
Cn1nccc1NS(=O)(=O)c1ccc(NC(=O)C(F)(F)F)cc1 | -1% | -0.6% | -2% | 1% | 6% | -19% | 5% | 9%
COc1ccc(CNC(=O)CN(Cc2ccc(C)cc2)S(=O)(=O)c2ccc(Cl)cc2)cc1 | -3% | -0.7% | -17% | -1% | -1% | -22%[46.1 µM] | 0% | 3%
COC(=O)c1cn(C(=O)c2ccc(C)cc2)c2ccccc12 | 6% | -1.1% | 9% | 0% | -3% | 14% | 2% | -4%
COc1ccc(CC(=O)OCC(=O)NC(=O)NC23CC4CC(CC(C4)C2)C3)cc1 | 6% | -5.4% | -20% | -1% | 2% | -2%[46.1 µM] | -7% | -1%
CCn1cc(CNC(=O)c2ccc(Cl)c([N+](=O)[O-])c2)c(C)n1 | -2% | -1.0% | -3% | -1% | 0% | 4% | 10% | -1%
CC(=O)C1C(c2cccc(F)c2)c2c(n[nH]c2C)CC1(C)O (stereo not given) | 9% | 2.3% | 11% | -2% | 3% | 10% | -4% | -8%
O=C(Cn1ncn2cccc2c1=O)NCc1cccc(Br)c1 | u | -2.8% | u | -1% | x | x | -3% | x
CN(C)CCNc1ncnc2c1sc1nc(-c3ccccc3)c3c(c12)CCCC3 | u | -1.0% | -5% | -5% | 13% | -58% | -2% | -4%
Cc1ccccc1C(=O)N1CCC(C(=O)Nc2ccc(F)cc2)CC1 | u | -3.2% | 1% | -4% | 12% | -2%[46.1 µM] | -21% | 2%
Cn1c(=O)c2c(ncn2CCC(=O)N/N=C/c2ccncc2)n(C)c1=O | 0% | -1.4% | 5% | -5% | 4% | -5%[7.67 µM] | -2% | 10%
COc1cccc(C2C(C(=O)c3cc4ccccc4o3)=C(O)C(=O)N2c2cc(C)on2)c1OC (stereo not given) | 6% | -0.4% | -6% | -7% | -5% | 3.2µM* | -1% | 1%
CC(C)c1ccc(N2C(=O)CSC23C(=O)N(Cc2ccccc2)c2ccccc23)cc1 (stereo not given) | 0% | -6.6% | 5% | 0% | x | x | 0% | x
COc1ccc(-n2c(C)cc(/C=C3\C(=O)NN(c4ccccc4)C3=O)c2C)cc1 | 9% | -1.9% | -30% | -1% | -2% | -46% | -3% | -4%
Cc1ccc2cc(C)c(NCCO)nc2c1 | -7% | 1.0% | -7% | -1% | 4% | -5%[46.1 µM] | -1% | 1%
COc1cc(/C=C/C(=O)c2ccc(Cl)s2)cc(OC)c1O | 5% | u | u | -9% | 6% | 10µM* | -1% | 3%
Cc1ccc(NC(=O)C2=NNC(=O)CC2)cc1F | 13% | -2.9% | -11% | 0% | 2% | -6% | -1% | -7%
CC(NC(=O)C1CCN(S(=O)(=O)c2cc([N+](=O)[O-])ccc2Cl)CC1)c1ccccc1 (stereo not given) | 13% | -1.1% | -14% | 2% | 7% | -3% | -2% | 5%
CCn1c(CNC(=O)c2ccco2)nnc1SCC(=O)Nc1cc(C)c(C)cc1Br | 2% | 4.9% | -14% | -2% | -4% | -6%[46.1 µM] | -5% | 1%
O=C(Nc1ccccc1)C1(c2ccccc2)CC1(Cl)Cl (stereo not given) | -1% | -0.4% | -19% | -2% | -9% | -50% | -8% | -2%
COC(=O)c1cc(NC(=O)Nc2cc(OC)ccc2OC)cc(C(=O)OC)c1 | u | 0.1% | -29% | 3% | -8% | -14%[46.1 µM] | 9% | 7%
CCOc1ccc(CN(C(=O)c2cc3ccccc3oc2=O)C2CCS(=O)(=O)C2)cc1 (stereo not given) | 1% | 0.0% | -3% | 1% | 17% | 8% | 2% | 8%
Cc1cccc(Oc2nc3c(c(=O)n(C)c(=O)n3C)n2C)c1C | 6% | -1.0% | -7% | -4% | x | x | -1% | x
CC(C)CN(C(=O)c1ccc(=O)n(C)n1)c1nc2ccccc2s1 | -3% | -11% | -8% | 0% | 6% | -2%[46.1 µM] | -20% | 2%
COc1cc(NC(=S)N2CCOCC2)c(OC)cc1Cl | 0% | 0.0% | -16% | -6% | 3% | -6% | -2% | 5%

The list goes on, overlapping the part above by three compounds.
SMILES | Tau FP inhib | Epigenetic derep | Tau fluor cs | TR SRC2 fluor cs | CBFb RUNX1 block | NPSR antag | TRb SRC2 PPI | GLA spleen mod
Cc1cccc(Oc2nc3c(c(=O)n(C)c(=O)n3C)n2C)c1C | 6% | -1.0% | -7% | -4% | x | x | -1% | x
CC(C)CN(C(=O)c1ccc(=O)n(C)n1)c1nc2ccccc2s1 | -3% | -11% | -8% | 0% | 6% | -2%[46.1 µM] | -20% | 2%
COc1cc(NC(=S)N2CCOCC2)c(OC)cc1Cl | 0% | 0.0% | -16% | -6% | 3% | -6% | -2% | 5%
N#Cc1c(-c2ccc(Br)cc2)nc2n(c1=O)CCCS2 | -3% | 1.6% | -19% | 0% | 1% | -23%[46.1 µM] | 3% | 3%
Cc1noc(NS(=O)(=O)c2ccc(N/C=C\C(=O)c3ccc(Br)cc3)cc2)c1C | -2% | 8.5% | -25% | -8% | -21% | u | 3% | 6%
Cc1cc2nc(CCN(C(=S)NCC(C)C)C3CCCC3)[nH]c2cc1C | -7% | 2.1% | -25% | 0% | 0% | u | 1% | -6%
Cn1c(=O)c2c(nc(N/N=C/c3cccnc3)n2Cc2ccc(F)cc2)n(C)c1=O | 4% | -1.4% | -13% | 2% | 5% | -7%[7.67 µM] | -2% | 1%
COc1cccc(/C=N/NC(=O)CNC(=O)C2COc3ccccc3O2)c1O (stereo not given) | -8% | -3.2% | -19% | -2% | -12% | -5% | -5% | -1%
CS(=O)(=O)n1nc(-c2ccc(Cl)cc2)nc1SCc1ccccc1 | u | -0.7% | -28% | -5% | 16% | -15%[46.1 µM] | 2% | -7%
CN(C)c1ccncc1C(=O)Nc1ccc(F)cc1F | 2% | -3.2% | -3% | -3% | 18% | -20% | 8% | -2%
Fc1ccc(Nc2c(-c3ccccn3)nc3ccc(Cl)cn23)cc1 | -2% | 1.7% | -10% | -3% | x | x | -2% | x
CCN(CC)S(=O)(=O)c1ccc2oc(C(=O)NC(C)C)c(C)c2c1 | -8% | 1.2% | -4% | 3% | 1% | -10%[46.1 µM] | -17% | -9%
O=C(CN1CCOCC1)N/N=C/c1ccc(-c2ccc(C(=O)O)cc2)o1 | -5% | -3.9% | -22% | -3% | -22% | -4% | 2% | 4%
CC(C)NC(=O)COc1nncc2ccccc12 | 3% | 1.5% | -1% | -2% | 8% | 8% | 2% | -7%
COc1cccc(OCc2ccc(C(=O)NCC3CCCO3)cc2)c1 (stereo not given) | -10% | 3.9% | -5% | -1% | 4% | 1% | 3% | 9%

Grouped by structure: the entries above with a nitro group on carbon (three)
SMILES | Tau FP inhib | Epigenetic derep | Tau fluor cs | TR SRC2 fluor cs | CBFb RUNX1 block | NPSR antag | TRb SRC2 PPI | GLA spleen mod
O=[N+]([O-])c1cccnc1Sc1n[nH]c(-c2ccc(Cl)cc2)n1 | 13% | -0.4% | u | -6% | -7% | -10% | -1% | 3%
CCn1cc(CNC(=O)c2ccc(Cl)c([N+](=O)[O-])c2)c(C)n1 | -2% | -1.0% | -3% | -1% | 0% | 4% | 10% | -1%
CC(NC(=O)C1CCN(S(=O)(=O)c2cc([N+](=O)[O-])ccc2Cl)CC1)c1ccccc1 (stereo not given) | 13% | -1.1% | -14% | 2% | 7% | -3% | -2% | 5%

The list continues.
SMILES | Tau FP inhib | Epigenetic derep | Tau fluor cs | TR SRC2 fluor cs | CBFb RUNX1 block | NPSR antag | TRb SRC2 PPI | GLA spleen mod
CSc1nc2nccc(/C=C\c3ccccc3)n2n1 | -3% | 0.0% | -4% | -3% | -1% | -18%[46.1 µM] | 4% | -2%
CC1CCCN(C(=O)COc2ccc(Nc3ccccc3)cc2)C1 (stereo not given) | 5% | -1.9% | -20% | 0% | -20% | -25% | -6% | -6%
C/C(=N\NC(=O)c1ccc2c(c1)OCO2)c1ccc(O)cc1 | -9% | -1.6% | -12% | -3% | 0% | 3% | 1% | -18%
COc1ccc(C(=O)NCCSCc2ccc(C)cc2)cc1 | 7% | -0.9% | -9% | 2% | 1% | -6%[46.1 µM] | -1% | -2%
CSc1ncccc1C(=O)OCC(=O)NCc1ccc2c(c1)OCO2 | 0% | -0.2% | -4% | -1% | 7% | 10% | -2% | 1%

Screens as filed in PubChem BioAssay.

Some of the compounds tested. The share of hits here may be higher or lower than overall.
